# Screens (PubChem)
# NSD2 inh = NSD2 histone methyltransferase inhibitors, primary screen, biochemical, AlphaScreen, single concentration, set 2 | inhibition, % at 12.5 µM | NSD2 peptide methylation, 120 min | AID 743445, 2014 | hit rate 0.54% among 310,000; in the data active = inhibition above about 50%
# Target sequence (O96028 whole entry, looked up): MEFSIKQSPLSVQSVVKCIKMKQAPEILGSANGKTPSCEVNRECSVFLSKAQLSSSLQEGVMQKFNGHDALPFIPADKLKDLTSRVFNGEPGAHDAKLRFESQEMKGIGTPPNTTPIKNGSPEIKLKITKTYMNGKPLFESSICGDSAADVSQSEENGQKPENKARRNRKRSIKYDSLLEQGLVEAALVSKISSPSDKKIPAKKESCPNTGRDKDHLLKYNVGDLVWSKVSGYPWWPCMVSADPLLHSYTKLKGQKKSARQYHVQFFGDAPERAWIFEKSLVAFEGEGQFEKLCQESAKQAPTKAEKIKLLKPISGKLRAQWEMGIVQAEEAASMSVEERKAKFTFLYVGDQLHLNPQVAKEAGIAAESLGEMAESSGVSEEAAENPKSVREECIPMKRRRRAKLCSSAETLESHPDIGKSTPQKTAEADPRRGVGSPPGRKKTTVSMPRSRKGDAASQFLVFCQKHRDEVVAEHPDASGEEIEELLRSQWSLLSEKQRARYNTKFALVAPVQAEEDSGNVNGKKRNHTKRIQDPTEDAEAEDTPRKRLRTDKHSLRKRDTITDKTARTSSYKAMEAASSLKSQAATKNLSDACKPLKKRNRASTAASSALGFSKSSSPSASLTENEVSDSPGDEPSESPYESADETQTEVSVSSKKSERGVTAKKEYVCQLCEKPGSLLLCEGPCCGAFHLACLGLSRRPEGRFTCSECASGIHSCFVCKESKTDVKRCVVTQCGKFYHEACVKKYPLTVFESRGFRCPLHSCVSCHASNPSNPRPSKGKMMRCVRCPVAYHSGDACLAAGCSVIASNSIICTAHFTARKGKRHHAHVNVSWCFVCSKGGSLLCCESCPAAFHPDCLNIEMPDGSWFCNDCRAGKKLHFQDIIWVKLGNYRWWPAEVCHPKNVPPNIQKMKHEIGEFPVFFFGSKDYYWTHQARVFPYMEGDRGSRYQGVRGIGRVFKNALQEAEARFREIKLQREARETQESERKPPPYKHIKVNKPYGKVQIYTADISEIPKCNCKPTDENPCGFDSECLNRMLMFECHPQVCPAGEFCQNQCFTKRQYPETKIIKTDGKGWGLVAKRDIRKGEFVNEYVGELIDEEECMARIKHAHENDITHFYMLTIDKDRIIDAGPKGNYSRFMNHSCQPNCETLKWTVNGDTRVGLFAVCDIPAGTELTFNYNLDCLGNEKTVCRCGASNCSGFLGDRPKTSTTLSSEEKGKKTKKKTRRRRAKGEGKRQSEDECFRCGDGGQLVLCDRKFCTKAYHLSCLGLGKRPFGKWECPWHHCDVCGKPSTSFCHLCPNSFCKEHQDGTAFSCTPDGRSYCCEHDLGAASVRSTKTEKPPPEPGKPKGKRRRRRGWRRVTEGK
# Wnt bcat act = Wnt/beta-catenin pathway activators, primary screen, cell-based, plate reader, single point | Wnt/beta-catenin reporter cell assay, activator | activation, % at 9.35 µM | hit rate 1.2% among 300,000 | AID 743398, 2014; in the data active = activation above about 30%, passing the limit was not always enough; inconclusive = no clear call, values can overlap the other calls;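 note: 0% = neutral control wells and 100% = positive control wells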
# SR-BI HDL uptake = inhibitors of SR-BI mediated HDL lipid uptake, primary screen, ldlA[mSR-BI] cells, fluorescence, single point; Scavenger receptor class B member 1 (Mus musculus), Q61009; ldlA[mSR-BI] CHO cells, DiI-HDL uptake fluorescence, 3 h; inhibition, % at 12.5 µM; hit rate 0.96% among 320,000;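 active = mean replicate inhibition of at least 70% and a set share of replicates each scoring 70 or more; inconclusive = meets just one of the two criteria; inactive = fails both criteria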;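 note: 0% = median of neutral control wells and 100% = median of positive control wells; values of inactives mirror those of a sister screen read the other way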
# HTR5A ag ctr = HTR5A agonists in luminescence cell assay, primary screen, counter-screen for OPRM1-OPRD1 heterodimer agonist project, full-deck HTS. cell-based. activation, % at 9.3 µM. hit rate 0.61% among 340,000. AID 504692, 2011; in the data active = activation mostly above about 9.5%, no sharp cut-off; inactive = mostly below about 7.6%;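 note: 0% = cells with vehicle only and 100% = reference agonist; strong numbers were not always called active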
# CDK5 inh = inhibitors of human CDK5/p35 kinase, primary screen, biochemical, single concentration | Cyclin-dependent kinase 5 (Homo sapiens) + Cyclin-dependent kinase 5 activator 1 (Homo … | Recombinant CDK5/p35, ADP-Glo luminescence, 60 min | inhibition, % at 10 µM | hit rate 0.01% among 330,000;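 active = highest replicate inhibition of at least 50% and at least 75% of replicates reaching 50%; inconclusive = only one of the two criteria met; inactive = both criteria failed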;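 note: plate controls were DMSO neutral control for no effect and GW8510 at 10 µM for full effect; many of its hits are not listed in these tables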
# V-ATPase pH = regulators of yeast V-ATPase proton pumping, primary screen, pHLuorin cytosolic pH fluorescence; S. cerevisiae; response, % at 10 µM; hit rate 0.37% among 350,000; in the data active = response mostly above about 7.3%, no sharp cut-off; inactive = mostly below about 5.4%; note: actives read high; inactives centre near 0; some compounds called inactive have numbers as strong as hits; reference of the scale not given here
# dFosB activator = activators of delta FosB homodimer, primary screen, biochemical, fluorescence polarization, TAMRA-CDK5 oligo, single point | hit rate 0.99% among 340,000 | activation, % at 25 µM | Protein FosB (Mus musculus), P13346 | purified delta FosB; percent of positive-control signal above neutral wells | AID 493131, 2011;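 active = mean activation above about 17%, with every replicate also reaching it, limit read from the data, passing the limit was not always enough; inconclusive = only one of the two conditions met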;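 note: fluorescence polarization rise as delta FosB binds a TAMRA Cdk5 AP-1 oligo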
# HTR5A inv ag = HTR5A inverse agonists in luminescence cell assay, primary screen, counter-screen for OPRM1-OPRD1 heterodimer inverse agonist project, full-deck HTS; 5-hydroxytryptamine receptor 5A (Homo sapiens), P47898; HTR5A cell line, inverse agonism; inhibition, % at 9.3 µM; hit rate 0.083% among 340,000; AID 504634, 2011; in the data active = inhibition mostly above about 23%, no sharp cut-off; inactive = mostly below about 18%;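 note: 0% = cells with DMSO and 100% = no-cell wells with DMSO; some compounds called inactive have numbers as strong as hits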
# PvdQ acylase = P. aeruginosa PvdQ acylase inhibitors, primary screen, biochemical, fluorescence, plate reader and imaging, single point | hit rate 0.063% among 340,000 | purified PvdQ acylase | inhibition, % at 10 µM | AID 488965, 2010; in the data active = inhibition above about 30%, passing the limit was not always enough; inconclusive = no clear call, values can overlap the other calls;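 note: 0% = vehicle neutral wells and 100% = reference inhibitor wells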
# MITF TRPM1 HTS = activators of MITF-driven TRPM1 promoter reporter, primary screen, cell-based, SK-MEL-5, luciferase, single point | activation, % at 12.5 µM | hit rate 0.75% among 300,000 | SK-MEL-5 TRPM1-promoter luciferase, 24 h; % of positive control, neutral wells = 0;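 active = mean activation of at least 80% with every replicate also reaching 80%; inconclusive = mean reaches 80% but some replicate falls short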;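 note: 0% = neutral control wells and 100% = parthenolide positive control wells; values of inactives mirror those of a sister screen read the other way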
# * = called active by the depositor; u = inconclusive; x = not tested or not shown.
SMILES,NSD2 inh,Wnt bcat act,SR-BI HDL uptake,HTR5A ag ctr,CDK5 inh,V-ATPase pH,dFosB activator,HTR5A inv ag,PvdQ acylase,MITF TRPM1 HTS
O=C(Nc1ccc2c(c1)oc1ccccc12)N1CCOCC1,-7,x,14,4,0.4,x,-3,-14,-1,56
CCN1CC(CN(C)Cc2nc(-c3cccs3)no2)CC1=O (stereo not drawn),-2,-3,-16,-5,0.0,-2,2,13,-16,-3
CCN1CCN(Cc2nc3c(c(=O)n(C)c(=O)n3C)n2C(C)C(C)=O)CC1 (stereo not drawn),2,-3,-27,1,0.2,6,-6,4,-1,-3
COC(=O)c1ccccc1S(=O)(=O)N1Cc2cc([N+](=O)[O-])ccc2Oc2ccccc21,-1,-3,2,-1,0.6,7,-3,9,-6,-6
CCC(Sc1nc2ncccc2[nH]1)C(=O)N1CCOCC1 (stereo not drawn),x,-2,-15,6,1.1,0,-4,-25,1,x
CC1(c2ccc(OCC(N)=O)cc2)NC(=O)NC1=O (stereo not drawn),-8,-1,-11,0,-1.0,5,1,-14,4,-4
Cc1ccccc1Cc1c(C)nc2c(C(=O)N3CCN(Cc4ccc5c(c4)OCO5)CC3)cnn2c1C,8,x,13,1,-1.0,-3,-9,1,-10,1
COc1ccc(CC(=O)N2CCN(c3ccccn3)CC2)cc1,1,x,14,-6,0.2,2,5,-5,-6,-2
COc1ccc(C2/C(=C(/O)c3ccc4c(c3)CC(C)O4)C(=O)C(=O)N2Cc2cccnc2)cc1 (stereo not drawn),20,1,-8,0,0.7,-1,-2,-12,-8,4
COc1cc(O)c(C(C)=O)c(OC)c1,x,-1,2,3,-0.1,-5,2,-7,-11,14
COc1cccc(C(c2sc3nc(C)nn3c2O)N2CCN(c3ccccc3F)CC2)c1 (stereo not drawn),x,x,-8,3,-0.2,-4,-5,-8,-16,0
O=C(CSc1nc(=O)n2ccccc2n1)OCc1ccccc1,0,1,-14,-1,0.2,2,-1,5,-3,10
Cc1cc(C)c2oc(=O)cc(CN3CCN(Cc4ccc5c(c4)OCO5)CC3)c2c1,2,1,3,4,1.2,-2,-6,9,1,-20
CSc1n[nH]c(NCc2ccccc2)n1,0,-1,-7,-1,1.2,-1,4,2,-23,-4
Cn1c(Cl)c(/C=N/OC(=O)C2CC2)c2ccccc21,1,0,3,10,0.7,2,-2,-7,-6,-9
COc1ccc(NC(=O)COC(=O)c2cc(OC)c(OC)c(OC)c2)c([N+](=O)[O-])c1,-1,-2,37,-2,-1.2,-6,2,5,6,-17
COc1ccc(C(=O)N2CCC(n3nccc3NC(=O)C3CCOC3)CC2)cc1 (stereo not drawn),x,0,-12,3,1.7,-3,-3,-22,-7,1
Cc1sc2nc[nH]c(=O)c2c1-c1ccc(F)cc1,-6,-1,-17,0,0.8,-2,-11,-27,6,-6
Cc1cccc([C@@H]2[C@@H]3C(=O)N(Cc4ccccc4)C(=O)[C@@H]3[C@]3(CC(C)C)C(=O)N(c4cccc(Cl)c4)C(=O)N23)c1,x,-7,-10,0,-2.2,-4,-11,-31,-12,0
CCCCCCc1cc2cc(S(=O)(=O)c3ccc(C)cc3)c(=O)oc2cc1O,x,-3,-16,4,0.4,-4,4,-13,-2,12
Cc1c[nH]c2cccc(OCC(O)CNC(C)(C)C)c12 (stereo not drawn),6,0,-17,5,1.2,0,5,9,-7,5
Cc1ccnc(N=Cc2nc(-c3ccccc3Br)oc2O)c1,6,u,-2,0,0.3,1,-1,-11,-2,72
CC(=O)Nc1ccc(NC(=O)C(C)OC(=O)CCCOc2ccc(Cl)cc2C)cc1 (stereo not drawn),x,2,-7,3,1.6,-1,-11,-8,-10,-4
COc1ccc(-c2noc(CCC(=O)Nc3cc(Cl)c(OC)cc3OC)n2)cc1,-1,x,31,-3,0.9,-1,4,8,-4,68
O=C(O)c1ccc(-c2noc(-c3ccccc3C(F)(F)F)n2)cc1,x,u,-12,4,-0.4,3,-1,-3,14,40

# Carrying on:
SMILES,NSD2 inh,Wnt bcat act,SR-BI HDL uptake,HTR5A ag ctr,CDK5 inh,V-ATPase pH,dFosB activator,HTR5A inv ag,PvdQ acylase,MITF TRPM1 HTS
COCC(=O)Nc1cc(C)cn(Cc2cccc(C(F)(F)F)c2)c1=O,0,-1,-11,-3,1.6,3,-3,12,6,x
Cc1cc(C#N)c(C)c(SCc2[nH]nc3c2C(c2ccccc2)C(C#N)=C(N)O3)n1 (stereo not drawn),-1,-3,10,10,3.7,3,-9,-28,-12,x
c1ccc2c(c1)OCCOCCOCCOCCOc1ccccc1OCCOCCOCCO2,-1,x,-30,1,-1.7,1,0,22,-7,-12
CCN(CC)S(=O)(=O)c1ccc(OCC(=O)NCc2ccccc2)cc1,-3,x,30,-1,0.6,1,2,-7,-7,-4
CC(=O)N1CCN(C(=S)NCc2ccccc2)CC1,-1,x,-9,3,0.0,5,-2,-7,-10,12
C=CCSc1nnc(-c2cc3c(C(F)(F)F)nn(C)c3s2)n1C,-2,x,-3,2,1.4,0,-4,-6,-11,0
COc1ccccc1N1CCN(C(C)C(=O)N2CC(C)OC(C)C2)CC1 (stereo not drawn),0,-2,x,0,-1.0,0,-3,-12,-15,-11
O=C(OCC(=O)N1CCCC1)c1cc(Cl)ccc1[N+](=O)[O-],2,0,x,0,2.0,-8,-3,-1,21,x
COCCn1c(=NC(=O)c2cc(-c3cccs3)nc3ccccc23)sc2cc(S(N)(=O)=O)ccc21,-5,-4,24,-7,2.1,-2,-20,19,-9,12
O=C(OCC(=O)N1CCCCCC1)c1ccc([N+](=O)[O-])cc1Cl,0,-1,17,5,0.5,-1,-2,-26,-3,-3
CCn1cc(C(=O)N2CCN(C3CCCCC3)CC2)c2cc(OC)c(OC)cc2c1=O,0,x,-23,-6,0.1,-4,0,-16,-2,1
COc1ccc(-c2csc(NC3=NCCCCC3)n2)cc1,-2,0,-3,1,0.0,2,0,-28,-16,-4
Fc1cccc(-c2cc3nc4c(c(N5CCOCC5)n3n2)CCCC4)c1,-6,u,72*,2,14,-4,-3,-6,9,u
C=CCNC(=O)CN1CCN(C(c2ccccc2)c2ccccc2)CC1,0,-1,-28,-2,-0.7,0,8,6,6,x
CCCC(=O)Nc1sc2c(c1C#N)CC(C)(C)NC2(C)C,-1,x,-21,0,0.3,-7,-1,-1,-6,11
c1coc(-c2nn3c(-c4ccco4)nnc3s2)c1,7,x,-11,-2,-0.9,-4,-11,-7,-1,x
CNC(=O)COC(=O)c1ccccc1C(=O)c1ccc(Cl)c([N+](=O)[O-])c1,12,-24,22,1,1.1,2,2,-1,-19,-89
O=C(Nc1c(C(=O)N2CCN(c3ccccn3)CC2)oc2ccccc12)c1cccc([N+](=O)[O-])c1,2,1,15,-1,-0.2,-1,-4,-9,-1,7
O=C(CSc1nc(O)cc(=O)[nH]1)Nc1ccc2c(c1)CCC2,1,-8,-22,-5,-0.1,11,-9,10,-21,x
CCC(=O)c1ccc(OCC(=O)Nc2cccc(S(=O)(=O)N3CCCCCC3)c2)cc1,-2,-13,16,5,1.5,4,0,-15,-14,-11
Cc1ccc2cc(CN(CCN3CCOCC3)Cc3nnnn3Cc3ccco3)c(=O)[nH]c2c1C,1,x,-12,-5,0.1,0,-6,-6,-22,-4
CCOC(=O)c1[nH]c2ccc(F)cc2c1NC(=O)CCN1CCSCC1,0,x,-19,6,1.5,1,2,-12,-5,-5
CN(C)S(=O)(=O)c1ccc(N2C(=O)CC2(/C=C/c2ccccc2)C(=O)NC2CCCC2)cc1 (stereo not drawn),35,-3,10,-1,1.4,-5,-9,24,-9,-5
O=C(Nc1nnc(-c2ccccc2)s1)c1ccccc1O,-2,10,-16,-3,-1.0,2,-12,10,-13,45
CCN1CCN(C(=S)NCC(C)C)CC1,1,x,-23,-1,0.9,-1,4,5,1,5

# Records listed above marked active in SR-BI HDL uptake.
compound,NSD2 inh,Wnt bcat act,SR-BI HDL uptake,CDK5 inh,V-ATPase pH,dFosB activator,PvdQ acylase,MITF TRPM1 HTS
Fc1cccc(-c2cc3nc4c(c(N5CCOCC5)n3n2)CCCC4)c1,-6,u,72*,14,-4,-3,9,u

# New compounds follow.
SMILES,NSD2 inh,Wnt bcat act,SR-BI HDL uptake,HTR5A ag ctr,CDK5 inh,V-ATPase pH,dFosB activator,HTR5A inv ag,PvdQ acylase,MITF TRPM1 HTS
CCCCNC(=O)C1CC(=O)N(CCc2ccc(C)cc2)C1 (stereo not drawn),2,-1,-35,8,0.5,4,-4,-27,-5,-5
COc1ccc(NC(=S)N2CCN(C(=O)c3ccco3)CC2)cc1OC,-1,1,12,0,-0.1,-3,-1,1,5,-1
COc1ccccc1-c1noc(-c2ccccc2C(=O)N2CCOCC2)n1,-1,x,6,0,-1.2,0,-9,1,-6,-14
CC(=O)Nc1ccc(S(=O)(=O)NCC2CCC(C(=O)NCCCN3CCCC3=O)CC2)cc1 (stereo not drawn),-1,9,-16,4,0.0,0,12,-10,-8,4
CCOC(=O)C1CCCCN1S(=O)(=O)c1ccc2c(c1)CC(C)N2C(=O)C1CCC1 (stereo not drawn),-3,-4,-3,0,-0.4,-3,-11,6,-16,13
CC(C)(C)C(=O)N1CCN(c2ccc([N+](=O)[O-])cc2-n2cccc2)CC1,7,-3,46,4,1.0,1,2,1,-7,-14
CCOc1cc(CNCc2ccccn2)ccc1OCC(=O)NC(C)(C)C,-6,x,-21,4,-2.1,-1,0,-10,-5,9
COc1ccc(OC)c(N)c1,11,-16,40,-2,2.4,3,-13,29,-13,-12
O=C(COC(=O)c1cccnc1Cl)NCCc1ccc(F)cc1,0,4,7,4,-1.8,0,3,-14,-17,11
CCCc1cc(=O)oc2c(C)c(OCC(=O)Nc3cccnc3)ccc12,-2,0,28,0,-1.4,-6,-16,22,4,-2
C(=N\NC1=Nc2cccc3cccc1c23)/c1cccnc1,6,13,21,1,-0.4,1,1,-3,11,25
CC(C)(C)NC(=O)Nc1ccccc1C(N)=O,x,x,-22,-4,0.8,-2,0,-21,7,17
CN(CC(=O)NCc1cccnc1)S(=O)(=O)c1ccc(F)cc1,-3,-3,-6,0,2.5,-7,-3,2,0,4
CCN(C(=O)c1cc2c(C)nc3ccccc3c2o1)c1cc(Cl)ccc1OC,x,2,-9,-1,-0.3,-3,-15,1,-4,-13
Cc1nn(-c2ccccc2)c(Cl)c1/C=N/NC(=O)c1cccc(S(=O)(=O)N2CCCC2)c1,x,11,60,0,1.8,1,11,1,-11,-14
Cc1ccc(S(=O)(=O)NC(C(=O)OCC(=O)NC2CCS(=O)(=O)C2)C(C)C)cc1 (stereo not drawn),-2,x,-6,0,-0.1,-3,-3,-1,-6,-2
Cc1ccc(C(=O)Nc2ccc(C(=O)O)cc2NC(=O)c2ccc(C)cc2)cc1,0,9,7,-3,-0.7,-1,-1,11,-14,x
